Compound activity deposited in PubChem by The Scripps Research Institute Molecular Screening Center.
TEAD-YAP block: TEAD-YAP interaction inhibition. HEK-TIYL cells, TEAD-Gal4/YAP UAS-luciferase luminescence. inhibition, % at 9.12 µM. actives 1.4% (n = 640,000); in the data active = inhibition above about 32%;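 note: 0% = median of test compound wells and 100% = reference inhibitor wells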
FBW7 act: activators of human E3 ligase FBW7. Q969H0. AlphaScreen FBW7–phospho-cyclin E peptide binding, activator screen. normalized activity (activation), % at 26.1 µM. actives 0.13% (n = 650,000). AID 1259310; in the data active = normalized activity above about 1.9%;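 note: purified mutant Fbw7 with reduced substrate affinity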
GPR151 ag: activates the human receptor GPR151 | actives 1% (n = 650,000) | Q8TDV0 | PathHunter beta-arrestin GPR151 cells, luminescence | activation, % at 11.2 µM | AID 1508602; in the data active = activation above about 4.9%;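 note: 0% = median of compound wells and 100% = cells with positive control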
Target sequence (Q8TDV0 whole entry, looked up): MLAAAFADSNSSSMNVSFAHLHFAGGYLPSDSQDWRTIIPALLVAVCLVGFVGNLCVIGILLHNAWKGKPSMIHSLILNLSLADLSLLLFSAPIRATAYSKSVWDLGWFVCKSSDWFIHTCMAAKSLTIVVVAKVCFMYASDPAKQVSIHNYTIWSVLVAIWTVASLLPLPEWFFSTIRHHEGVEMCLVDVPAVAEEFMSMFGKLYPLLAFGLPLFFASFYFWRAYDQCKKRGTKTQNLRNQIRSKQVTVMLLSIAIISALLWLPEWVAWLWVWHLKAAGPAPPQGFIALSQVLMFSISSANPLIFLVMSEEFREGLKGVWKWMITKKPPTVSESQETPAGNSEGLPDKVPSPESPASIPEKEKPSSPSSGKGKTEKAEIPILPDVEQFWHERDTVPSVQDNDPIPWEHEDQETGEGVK
MITF inh: human MITF inhibition, primary screen. O75030. AlphaScreen MITF homodimerization, bead proximity signal. inhibition, % at 2.6 µM. actives 0.91% (n = 650,000). AID 1259374; in the data active = inhibition above about 50%;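 note: 0% = vehicle wells with protein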
Target sequence (O75030 whole entry, looked up): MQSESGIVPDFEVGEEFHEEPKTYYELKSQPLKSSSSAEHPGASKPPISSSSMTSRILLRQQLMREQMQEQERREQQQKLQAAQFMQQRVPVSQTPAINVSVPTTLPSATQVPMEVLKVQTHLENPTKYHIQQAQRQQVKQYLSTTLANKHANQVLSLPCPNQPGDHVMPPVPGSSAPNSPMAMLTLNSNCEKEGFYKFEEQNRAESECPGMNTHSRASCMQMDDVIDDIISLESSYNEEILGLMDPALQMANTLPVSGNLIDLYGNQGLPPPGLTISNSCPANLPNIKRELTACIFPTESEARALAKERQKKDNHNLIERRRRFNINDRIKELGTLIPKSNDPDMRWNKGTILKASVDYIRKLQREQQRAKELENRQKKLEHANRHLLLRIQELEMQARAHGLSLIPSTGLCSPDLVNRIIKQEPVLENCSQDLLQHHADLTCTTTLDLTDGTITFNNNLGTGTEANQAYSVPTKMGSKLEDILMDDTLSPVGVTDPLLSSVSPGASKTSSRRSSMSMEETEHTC
Active calls of the source: *. This is a random part of the collection; overall some 3.5% were active at least once.

SMILES | TEAD-YAP block | FBW7 act | GPR151 ag | MITF inh
C=CCOc1ccc(/C(O)=C2\C(=O)C(=O)N(Cc3cccnc3)C2c2ccccc2F)c(C)c1 (stereo not given) | -6 | 0.0 | -1.5 | -8
O=C(Nc1cccc(Cl)c1)c1ccc(Cl)c(Cl)c1 | -25 | 0.0 | 0.7 | -2
CCN(CC)c1ccc2cc(/C(N)=N/NC(C)=O)c(=O)oc2c1 | 41* | 0.2 | -1.1 | -6
C=C(C)Cn1c(SCC(=O)c2ccccc2)nc2sc3c(c2c1=O)CCC(C(C)(C)C)C3 (stereo not given) | -5 | -0.1 | 0.2 | 1
CC(=O)CCC(=O)Nc1ccc(S(=O)(=O)Nc2ccc(Br)cc2)c(C)c1 | 5 | 0.1 | -0.1 | -11
COc1ccc(N(CN2C(=O)c3ccc([N+](=O)[O-])cc3C2=O)C(=O)c2ccccc2)cc1 | -35 | 0.1 | -2.8 | 13
O=C(NCc1ccc(Cl)cc1)c1ccc2nc(-c3cccs3)c(-c3cccs3)nc2c1 | 15 | -0.1 | 3.9 | 8
O=C(Nc1ccccc1)OC1CC2CC1C1CCCC21 (stereo not given) | -61 | -0.1 | -0.1 | -1
CC(=O)c1cccc(NC(=O)CSc2nnc3ccc(-c4ccc(F)cc4)nn23)c1 | -9 | -0.1 | -0.3 | -8
CCC(=O)N1CCc2cc(S(=O)(=O)Nc3cccc(C)c3)ccc21 | 0 | 0.3 | 4.8 | 6

Quoted from the listing.
Entry of `CCN(CC)c1ccc2cc(/C(N)=N/NC(C)=O)c(=O)oc2c1` in FBW7 act: 0.2
Entry of `CC(=O)c1cccc(NC(=O)CSc2nnc3ccc(-c4ccc(F)cc4)nn23)c1` in GPR151 ag: -0.3
Entry of `CC(=O)CCC(=O)Nc1ccc(S(=O)(=O)Nc2ccc(Br)cc2)c(C)c1` in MITF inh: -11
Entry of `C=C(C)Cn1c(SCC(=O)c2ccccc2)nc2sc3c(c2c1=O)CCC(C(C)(C)C)C3` (stereo not given) in MITF inh: 1
Entry of `COc1ccc(N(CN2C(=O)c3ccc([N+](=O)[O-])cc3C2=O)C(=O)c2ccccc2)cc1` in FBW7 act: 0.1
Entry of `O=C(NCc1ccc(Cl)cc1)c1ccc2nc(-c3cccs3)c(-c3cccs3)nc2c1` in FBW7 act: -0.1

New compounds follow:
SMILES | TEAD-YAP block | FBW7 act | GPR151 ag | MITF inh
CCOc1ccc(CC(=O)Nc2sc3c(c2C(=O)OC)CCC3)cc1OCC | -7 | 0.5 | 1.5 | 16
Cc1ccccc1OCCCC(=O)Nc1nncs1 | -5 | 0.0 | -0.2 | -4
COc1cc(-c2nc3ccc([N+](=O)[O-])cc3[nH]2)cc(OC)c1OC | 7 | 0.0 | 0.1 | -2
Cc1cccc(-c2nc3ccccc3c(=O)n2NC(=O)c2ccccc2F)c1 | -8 | 0.0 | 1.0 | -4
N#CCC(=O)NNC(=O)c1ccc(F)cc1 | -9 | -0.1 | 0.5 | -5
COc1ccc(C(=O)NC(C)Cc2ccccc2)cc1[N+](=O)[O-] (stereo not given) | -14 | -0.1 | 1.5 | 0
COc1ccc2c(c1)C1NC(=S)N(c3ccccc3OC)C(C)(O2)C1C(=O)N(C)C (stereo not given) | -2 | 0.2 | 0.0 | 10
O=C(N/N=C/C=C/c1ccco1)c1cccnc1 | -4 | -0.2 | 0.1 | 7
CCOC(=O)c1ccc(NC(=S)N2CCC(CCN3CCCC3=O)CC2)cc1 | -6 | 0.1 | -0.8 | 18
O=C(CNC(=O)c1ccccc1)OCC(=O)c1ccc(F)cc1 | -1 | 0.0 | -1.0 | 14
COc1ccccc1COCC(O)CNCc1ccncc1 (stereo not given) | 3 | 0.0 | -0.1 | 70*
O=[N+]([O-])c1ccc(-c2cn(-c3ccccc3)c(=S)[nH]2)cc1 | -25 | -0.1 | -1.3 | 13
COc1ccc(OC)c(/C=C/C(=O)Nc2ccc(-c3nnc4n3CCCCC4)cc2)c1 | -6 | -0.1 | 1.3 | 11
Cc1cccc(N(CC(=O)N2CCc3ccccc3C2)S(C)(=O)=O)c1C | -1 | 0.1 | 0.1 | -5
CSCCC(NS(=O)(=O)c1ccc(Cl)cc1)C(=O)N(C)Cc1cccc(F)c1 (stereo not given) | 7 | -0.2 | -0.5 | 5
O=C(Nc1ccccc1Cl)c1cc(N2C(=O)CCC2=O)ccc1Cl | -6 | -0.2 | 0.2 | 3
c1ccc(-c2noc(CN3CCc4ccccc4C3)n2)nc1 | -8 | 0.0 | 0.2 | 8
Cc1ccc(C)c(NC(=O)CN(Cc2ccccc2)S(=O)(=O)c2ccc(Br)cc2)c1 | -6 | 0.1 | -1.5 | -10
COc1ccccc1Nc1ccncc1[N+](=O)[O-] | 1 | -0.5 | 1.4 | 9
CCOc1ccc(N2C(=O)CC(N(Cc3ccco3)C(=O)CCC(=O)O)C2=O)cc1 (stereo not given) | -9 | -0.3 | 3.7 | 5
CC(OC(=O)CNS(=O)(=O)c1ccc(N(C)C)c([N+](=O)[O-])c1)C(=O)NC(N)=O (stereo not given) | -9 | 0.3 | 2.4 | 19
COc1cc(C2NC(=O)NC(C)=C2C(=O)Nc2ccc(F)c(F)c2)ccc1O (stereo not given) | 1 | 0.9 | 0.0 | 11
Oc1ccc(-c2nc(-c3ccccc3)c(-c3ccccc3)[nH]2)cc1 | 4 | -0.5 | -0.6 | 4
O=C(C1CC1)N1CCc2cc(Br)cc(S(=O)(=O)NCc3cccs3)c21 | 6 | 0.2 | -1.2 | 9
COc1ccc(-n2c(SCC(=O)Nc3ccc(Br)cc3)nc3n[nH]c(C)c3c2=N)cc1 | -5 | -0.1 | -0.3 | 1
COC(=O)C1=C(C)OC(N)=C(C#N)C1C1CCCCC1 (stereo not given) | 0 | -0.2 | 0.1 | -10
CC1=NNC(=O)C1CCC(=O)N/N=C\C(Cl)=C\c1ccccc1 (stereo not given) | -10 | 0.2 | 0.3 | -5
CN1C(=O)C(=Cc2ccc(-c3ccc(N4CCCCC4)c([N+](=O)[O-])c3)o2)C(=O)N(C)C1=O | -59 | 0.0 | -1.8 | -14
CCOc1ccc(C(=O)COC(=O)CCC(=O)c2ccc(C)cc2)cc1 | 2 | 0.2 | -0.5 | -2
Cc1c(Cl)cccc1NC(=O)c1cc(S(=O)(=O)NCc2ccc(F)cc2)ccc1F | 6 | 0.0 | -1.3 | -3
CCOC(=O)C1=C(C(=O)OCC)SC(=C2C(=S)C(C)(C)N(C(=O)CC)c3cc(OCC)ccc32)S1 | 6 | -0.2 | 0.3 | 3
CCOC(=O)C1(C)C=C(Nc2ccc(C)cc2)C(=O)N1c1ccccc1 (stereo not given) | 6 | 0.0 | 1.3 | 2
COc1ccc(/C(O)=C2/C(=O)C(=O)N(CCCn3ccnc3)C2c2ccc(OC)cc2)cc1 (stereo not given) | -14 | -0.1 | 0.1 | -4
NC(=O)c1ccccc1OCc1cccc2ccccc12 | -10 | -0.1 | 2.2 | 20
Cc1[nH]c2c(C(=O)NCC3CCC4(CCN(C(=O)C5CC5)CC4)O3)cccc2c1C (stereo not given) | -2 | 0.1 | -0.6 | 11
COc1ccc(N2CC(CNC(=O)Cc3ccc(F)cc3)CC2=O)cc1 (stereo not given) | 4 | 0.1 | -0.6 | 55*
Oc1c(C2=NCCCCC2)c2ccccc2n1-c1c(Cl)cccc1Cl | 3 | 0.0 | -1.2 | 10
CSc1ccccc1-c1ccc(NCCN2CCOCC2)nc1 | -26 | -0.5 | -1.4 | 23
CN1CCC(NC(=O)Nc2cccc(C(F)(F)F)c2)CC1 | -3 | 0.2 | -0.5 | -1
COCCn1c(COc2ccc(Cl)cc2)nnc1SCC(=O)OC | 2 | -0.1 | -1.2 | -5
CC(C)N(CCNc1nc(Nc2nc3ccccc3n2C)nc2c1ncn2-c1ccsc1)C(C)C | 17 | -0.1 | 1.3 | 0
Nc1nc(N)nc(-c2ccccc2)n1 | -14 | -0.1 | -0.6 | 5
COc1cccc(CCc2nnc(CCC(=O)N(C)C3CC(C)(C)NC(C)(C)C3)o2)c1 | 10 | 0.0 | 2.4 | 12
Cc1ccc(CCC(=O)NCCCNC(=O)CCc2ccc(C)o2)o1 | 6 | -0.3 | -1.6 | 23
CC(C)CNC(=O)C(=O)NCC1OCCN1S(=O)(=O)c1ccc(F)cc1 (stereo not given) | 14 | 0.3 | -1.2 | 9
COC(=O)C1=CN(C(C)C)C=C(C(=O)OC)C1c1cccs1 | -2 | 0.1 | 1.5 | -19
COCC(C)Nc1ncnc(N)c1[N+](=O)[O-] (stereo not given) | 6 | 0.1 | 0.2 | 3
CC1=C(C#N)C(=O)NC(=O)/C1=C\c1ccc(-c2ccc(Cl)c(C(=O)OCc3ccccc3)c2)o1 | 0 | 0.2 | -1.9 | 5
O=C(Nc1nnc(-c2ccccc2Cl)o1)c1cccs1 | 3 | 0.5 | -1.0 | 11
O=c1[nH]cnc2c1cnn2Cc1ccc(Cl)cc1 | 3 | 0.7 | -0.2 | 14
Going on with the list:
SMILES | TEAD-YAP block | FBW7 act | GPR151 ag | MITF inh
CCCNC(=O)C(C)n1nc(C)n2c(cc3occc32)c1=O (stereo not given) | 0 | 0.5 | 0.3 | 9
CCOCCCNC(=O)/C(C#N)=C/c1ccc(Cl)c([N+](=O)[O-])c1 | 5 | 0.7 | -2.8 | 16
Cc1ccc(NC(=O)C(=O)NCC(C)C)cc1 | -64 | 0.0 | -0.4 | 5
CC1=CC(C)C2(COC(=O)NC3CCCCC3)COC3(CCCC3)C1C2C (stereo not given) | 2 | 0.4 | -0.6 | 18
COC(=O)c1c(NS(=O)(=O)c2ccc(Br)s2)sc2c1CCCC2 | -5 | 0.7 | 0.5 | 21
Cc1cccc(N2CCN(c3ncnc4c3c(-c3ccccc3)cn4-c3ccc(C)c(Cl)c3)CC2C)c1 (stereo not given) | 3 | 0.0 | 0.9 | 9
CCC(C)NC(=O)C1CC(c2cccc(OC)c2)=NO1 (stereo not given) | -6 | 0.0 | 0.4 | -11
OCCCn1c(-c2ccc(Br)cc2)csc1=Nc1ccc(Cl)cc1 | -8 | 0.0 | 0.8 | 20
CNC(=O)c1ccccc1Nc1cc(NC(=O)Cc2ccc(F)cc2)ncc1C(F)(F)F | 72* | 0.3 | -0.4 | -7
COc1ccc(CCNC(=O)c2sc3nc(C)nc(N4CCN(c5ccccn5)CC4)c3c2C)cc1OC | 13 | -0.1 | -0.5 | 5
CC(=O)NC1C(OCc2ccccc2)OC(C(=O)O)C(OC(C)=O)C1OC(C)=O (stereo not given) | 6 | 0.3 | 0.1 | 24
O=C(NC(NCc1ccco1)C(Cl)(Cl)Cl)c1cccs1 (stereo not given) | 6 | 0.0 | 0.1 | 3
COc1ccc(C)cc1N1C(=O)c2cccc3cccc(c23)C1=O | 8 | 0.2 | 0.9 | 5
Cc1cccc(C(=O)N2CCCc3ccccc32)c1 | 1 | -0.1 | 2.4 | -3
CCC(=O)N(CC(=O)Nc1sc2c(c1C(N)=O)CCCC2)C1CCCC1 | -11 | -0.2 | 0.1 | -19
O=C(O)CN=C1NS(=O)(=O)c2ccccc21 | -14 | 0.8 | 3.4 | 22
O=C(CSc1nnc2c(n1)[nH]c1ccc(F)cc12)Nc1cccc(O)c1 | -3 | -0.1 | 0.0 | 6
CC(C)Nc1nc(N2CCCC2)nc(N2CCCC2)n1 | -3 | -0.1 | 0.0 | 4
CCCCNC(=O)c1ccc(CS(=O)(=O)c2cccc(C(F)(F)F)c2)o1 | -3 | 0.1 | 0.5 | 2
COc1cc(Nc2ccc(N3CCC(C(N)=O)CC3)nn2)cc(OC)c1OC | -2 | 0.6 | -0.3 | 11

Structural class, those above with a cyano group (4)
SMILES | TEAD-YAP block | FBW7 act | GPR151 ag | MITF inh
N#CCC(=O)NNC(=O)c1ccc(F)cc1 | -9 | -0.1 | 0.5 | -5
COC(=O)C1=C(C)OC(N)=C(C#N)C1C1CCCCC1 (stereo not given) | 0 | -0.2 | 0.1 | -10
CC1=C(C#N)C(=O)NC(=O)/C1=C\c1ccc(-c2ccc(Cl)c(C(=O)OCc3ccccc3)c2)o1 | 0 | 0.2 | -1.9 | 5
CCOCCCNC(=O)/C(C#N)=C/c1ccc(Cl)c([N+](=O)[O-])c1 | 5 | 0.7 | -2.8 | 16

Next section
SMILES | TEAD-YAP block | FBW7 act | GPR151 ag | MITF inh
CC(C)(C)c1ccc(OCCNC(=O)c2ccccc2[N+](=O)[O-])cc1 | 1 | 0.6 | -0.1 | 3
Cc1ccc(C2CC(c3cccs3)=NN2C(=O)CSc2nnc(CNC(=O)c3cccs3)n2CCc2ccccc2)cc1 (stereo not given) | 10 | 0.1 | 2.9 | 20
Cc1ccc(OCCNC(=O)c2ccco2)cc1C | -10 | 0.0 | 1.5 | -4
O=C(NNC(=O)c1ccncc1)c1ccncc1 | -5 | -0.1 | -0.8 | -2
O=C(CCCOc1cccc(Br)c1)Nc1ccccc1N1CCOCC1 | -6 | -0.1 | -1.2 | -11
COCC(=O)Nc1ccc(S(=O)(=O)NC(C)=O)cc1 | -8 | 0.0 | 2.1 | -5
CCc1ccc(NC(=O)c2snc3c(=O)[nH]cnc23)cc1 | -23 | 0.0 | -0.7 | 2
O=C(Nc1cccc(-c2nc3ncccc3o2)c1)c1ccccc1I | 0 | -0.1 | 3.2 | -14
CC1=C(C(=O)Nc2c(F)cccc2F)C(c2ccc(N(C)C)cc2)C2=C(CC(C)(C)CC2=O)N1 (stereo not given) | 11 | 0.0 | 1.6 | 2
Cc1cc(NC(=O)c2ccc(S(=O)(=O)NC3CC3)cc2)c2cc(F)cc(F)c2n1 | 48* | -0.5 | -0.6 | -11
